DNMT1 block = DNMT1 (human) enzyme inhibition | 360,000 compounds, 0.83% hits | inhibition (reported as % activation of signal), % at 10 µM | DNMT1 molecular beacon, Hinp1I cleavage, fluorescence | P26358; in the data active = inhibition above about 50%
Scp-1 inhibitor = blocks human Scp-1 phosphatase activity; inhibition, % at 20 µM; 340,000 compounds, 0.88% hits; Recombinant Scp1, phosphopeptide, malachite green phosphate absorbance;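 active = inhibition above about 50% at 20 µM, limit read from the data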;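 note: plate controls were DMSO wells with enzyme for no effect and wells lacking enzyme for full effect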
Target sequence (Q9GZU7 76-261 limits assumed): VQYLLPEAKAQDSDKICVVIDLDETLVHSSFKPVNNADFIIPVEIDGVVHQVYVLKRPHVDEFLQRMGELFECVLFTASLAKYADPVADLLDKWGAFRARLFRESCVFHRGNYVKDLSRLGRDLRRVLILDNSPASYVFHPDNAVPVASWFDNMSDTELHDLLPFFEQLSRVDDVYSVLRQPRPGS
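Times: enzyme reaction 45 min at room temperature, colour 5 min, stabilisation 30 min. Material: SCP-1 catalytic fragment, aa 76-261. Medium: Acidic Tris acetate buffer with magnesium and detergent. Signal: colorimetric free-phosphate detection, absorbance 630 nm. Read-out basis: % inhibition of SCP-1 phosphate liberation. Reagent: Phosphorylated 17-residue peptide substrate.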
STEP inh = inhibitors of human striatal-enriched phosphatase STEP | inhibition, % at 20 µM | recombinant STEP, OMFP fluorogenic substrate, fluorescence | AID 588621 | 360,000 compounds, 0.25% hits;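 active = inhibition at 20 µM, scaled per plate between control wells, above about 37%, limit read from the data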;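 note: 0% = DMSO with enzyme and substrate and 100% = substrate only without enzyme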
Target sequence (P54829 whole entry, looked up): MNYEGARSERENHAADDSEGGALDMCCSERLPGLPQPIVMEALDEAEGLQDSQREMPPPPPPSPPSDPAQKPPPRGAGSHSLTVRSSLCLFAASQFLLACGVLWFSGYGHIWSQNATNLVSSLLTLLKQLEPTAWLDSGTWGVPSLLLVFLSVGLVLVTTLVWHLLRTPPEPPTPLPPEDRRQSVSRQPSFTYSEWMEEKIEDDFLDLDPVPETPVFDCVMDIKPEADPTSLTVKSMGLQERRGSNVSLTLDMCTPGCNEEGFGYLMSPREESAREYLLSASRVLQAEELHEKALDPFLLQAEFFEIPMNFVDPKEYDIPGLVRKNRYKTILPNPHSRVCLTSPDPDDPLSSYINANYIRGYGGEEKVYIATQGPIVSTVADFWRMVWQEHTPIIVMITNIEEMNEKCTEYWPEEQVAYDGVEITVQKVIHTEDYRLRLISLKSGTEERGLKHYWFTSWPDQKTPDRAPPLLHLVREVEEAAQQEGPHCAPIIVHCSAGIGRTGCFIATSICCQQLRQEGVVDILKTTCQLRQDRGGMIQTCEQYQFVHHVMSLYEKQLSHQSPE
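Assay system: isolated STEP enzyme / Timing: 20 min at room temperature, dark / Doses: 20 µM, 1% DMSO / Technique: fluorescence intensity, excitation 480 nm, emission 540 nm / Reagent: fluorogenic phosphatase substrate OMFP at 25 µM final / Measure: percent inhibition scaled to no-enzyme and uninhibited-enzyme controls, plate-pattern corrected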
NadD inh = inhibitors of Staphylococcus aureus NadD | purified NadD enzyme, colorimetric absorbance read-out | inhibition, % at 20 µM | 360,000 compounds, 0.78% hits | AID 602399; in the data active = inhibition above about 26%; note: some compounds past the cut are filed as inactive
LMPTP block = blocks human LMPTP phosphatase; P24666; recombinant LMPTP-A, OMFP fluorogenic substrate, fluorescence intensity; inhibition, % at 20 µM; 360,000 compounds, 0.22% hits;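 active = compounds that cut the enzyme signal by at least half of the control window in the single-dose screen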;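 note: plate controls were DMSO wells with enzyme plus substrate for no effect and substrate without enzyme for full effect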
Target sequence (P24666 whole entry, looked up): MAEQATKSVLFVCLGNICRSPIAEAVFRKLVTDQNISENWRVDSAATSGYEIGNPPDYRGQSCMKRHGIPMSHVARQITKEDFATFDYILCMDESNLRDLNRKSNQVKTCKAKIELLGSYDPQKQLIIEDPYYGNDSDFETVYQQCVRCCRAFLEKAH
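Test system – LMPTP-A enzyme · Amount – LMPTP-A at 0.625 nM final in the reaction · Buffer or medium – Bis-Tris pH 6.0, DTT, detergent · Reagent – OMFP 400 µM · Doses – single 20 µM dose · Schedule – reaction 50 min, room temperature, dark · Detection – fluorescence intensity of OMFP turnover product · Evaluation – percent inhibition versus substrate-only and uninhibited controls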
Neddylation inh = blocks human cullin neddylation. TR-FRET cullin neddylation, biochemical. calls only at 25 µM. 360,000 compounds, 0.58% hits. AID 651699; in the data active = inhibition above about 36%
SUMO1 PPI mod = modulators of human SUMO1-mediated protein-protein interactions | SUMO1 binding to a labelled peptide, TR-FRET, 1 h | 360,000 compounds, 0.33% hits | inhibition, % at 20 µM | P63165; in the data active = inhibition above about 37%
Target sequence (P63165 whole entry, looked up): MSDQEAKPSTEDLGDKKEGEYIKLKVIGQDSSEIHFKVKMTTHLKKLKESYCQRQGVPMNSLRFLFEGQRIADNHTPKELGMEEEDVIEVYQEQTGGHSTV
CendR NRP1 mod = modulators of CendR peptide binding to human neuropilin-1; O14786; FAM-RPARPAR peptide binding to NRP-1, fluorescence polarization; inhibition, % at 25 µM; 360,000 compounds, 0.85% hits;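 active = inhibition or corrected inhibition above about 18%, plus a signal ratio from 0.5 to 1.5, limit read from the data, passing the limit was not always enough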; note: strong numbers were not always called active
SKN-1 block = inhibitors of C. elegans SKN-1. inhibition, % at 21.8 µM. 360,000 compounds, 0.49% hits. C. elegans VP596 Pgst-4::GFP/RFP ratio, acrylamide-induced, 24 h;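 active = interference check ratio from 0.5 to 1.5 plus GFP to RFP signal ratio inhibition reaching or exceeding a fixed threshold, cut at about 30% in these data, passing the limit was not always enough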; note: some compounds called inactive have numbers as strong as hits
Tb MetRS inh = Trypanosoma brucei MetRS inhibition. inhibition, % at 11.9 µM. 360,000 compounds, 0.4% hits. purified T. brucei MetRS, ATP depletion, Kinase-Glo luminescence;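 active = inhibition above a per-plate cutoff of the control wells' mean inhibition plus 3 SD, cut at about 5.5% in these data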;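 note: 0% = DMSO wells median and 100% = median of wells with control inhibitor compound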
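assay system = parasite MetRS enzyme | timing = 15 min preincubation, 2 h reaction, all 25 °C | evaluation = percent inhibition relative to median high and low control wells | medium = HEPES buffer containing pyrophosphatase, BSA, spermine, DTT | compound = single dose, 11.9 µM final nominal, 0.9% final DMSO | detection = Kinase-Glo luminescence, ATP depletion format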
The depositor's hits bear a star; i = inactive; nt = no result given; + = active, no number.

SMILES	DNMT1 block	Scp-1 inhibitor	STEP inh	NadD inh	LMPTP block	Neddylation inh	SUMO1 PPI mod	CendR NRP1 mod	SKN-1 block	Tb MetRS inh
CN(CC(=O)Nc1ccccc1Cl)C(=O)COC(=O)c1ccc(=O)n(Cc2ccccc2)n1	1	-5	1	-1	-1.6	i	-11	7	3	-0.3
CCOC(=O)c1c(C)oc2ccc(NS(=O)(=O)c3cccs3)cc12	-3	-8	0	-7	1.6	i	2	-5	18	-0.1
CCOC(=O)c1ccc2c(c1)nc(SC(C)C(=O)NCC1CCCO1)n2CC (stereo unspecified)	3	-10	0	0	-0.2	i	-5	-2	1	-0.3
O=c1c2c(nc3nc(COc4ccccc4)[nH]n13)CCC2	1	-9	-1	5	-0.1	i	4	10	3	-0.6
CCOc1ccccc1N(CC(=O)NCCSc1ccccn1)S(=O)(=O)c1ccc(C)cc1	-1	-6	-2	-8	0.1	i	3	14	-11	-0.1
COC(=O)c1ccc(C)c(NC(=O)CCCN2C(=O)CN(C)C2=O)c1	-4	2	1	5	-2.3	i	2	5	-3	0.4
COC(=O)c1ccc2nc(-c3ccco3)c(Cc3cccc(F)c3)n2c1	-7	nt	0	22	1.7	i	-1	-35	20	-0.1
CC(=O)NNc1ncnc2c1cnn2-c1ccc(C)c(Cl)c1	0	-2	1	-4	-0.7	i	-3	4	4	-0.3
Cc1ccc(C(=O)N2N=C3c4ccccc4S(=O)(=O)N3[C@H]2N(C)C)cc1	0	-3	-2	-1	-0.4	i	0	6	-18	0.6
Brc1cc2[nH]cnc2c2ccccc12	-19	2	2	0	2.9	i	2	4	9	-0.3
N#Cc1c(SCC(=O)Nc2cccc(F)c2)sc2c(O)cc(=O)[nH]c12	29	58*	12	10	26	i	7	-44	-4	-0.4
COC(=O)c1ccc(CNC(=O)CSC2=NCCS2)cc1	3	-7	-2	2	-0.4	i	2	-3	-5	-0.9
C[C@H](CO)N1C[C@H](C)[C@@H](CN(C)S(=O)(=O)c2ccccc2)Oc2ccc(NC(=O)NC3CCCCC3)cc2C1=O	0	8	3	5	-1.5	i	6	12	1	-0.8
CC(C)N1CCC(N2CCN(Cc3ccc4nonc4c3)CC2CCO)CC1 (stereo unspecified)	3	-2	-2	-2	-1.5	i	-25	3	6	-0.6
Brc1cc(Br)c2nc(-c3cccs3)ccc2c1	-4	-19	-1	9	2.9	i	-7	4	58*	-0.1
NCCNC(=O)c1c(NC(=O)c2ccccc2)sc2c1CCCC2	-16	-2	1	14	1.3	+	-3	-4	4	-0.9
c1ccc(-c2nc(NCc3ccco3)c3ccccc3n2)nc1	2	-2	0	-1	6.7	i	3	-8	-6	0.3
O=[N+]([O-])c1ccccc1N/N=C/c1c[nH]c2ccccc12	-24	-2	0	-4	5.6	i	-4	2	2	-1.1
COc1cc(OC)cc(C(=O)NC(=S)Nc2ccc(Cl)c(C(=O)O)c2)c1	-2	-8	-1	-1	-0.4	i	9	1	22	-0.4
COCCNC(=O)Cn1cnc2sc(C)c(S(=O)(=O)N3CCC(C)CC3)c2c1=O	0	-11	-2	-3	-1.7	i	0	-2	2	0.3
Cc1ccc(-n2c(SCC(N)=O)nc3c([nH]c4ccccc43)c2=O)cc1	0	-9	0	-4	1.1	i	-13	-2	0	-0.2
O=C(CCC1CCCC1)NNC(=O)COc1ccc(Br)cc1	2	-6	2	-3	-1.0	i	6	9	4	0.3
CC(C)C(=O)Nc1nnc(S(=O)(=O)N2c3ccccc3CC2C)s1 (stereo unspecified)	1	-12	-1	2	-1.1	i	2	-6	16	0.6
O=C(NC1CCCC1)C1c2ccccc2OCC(=O)N1C1CC1 (stereo unspecified)	nt	nt	nt	-1	-1.6	i	2	2	5	-0.4
Cc1cnc(CNC(=O)c2csc([C@@H]3C[C@H](O)[C@@H](CO)O3)n2)cn1	0	nt	-1	-3	0.1	i	-1	3	22	-0.2
Cc1cc(NC(=O)CSCC(=O)Nc2nc3ccc(F)cc3s2)no1	-3	-2	-2	2	-0.1	i	5	-21	0	0.0
CNC(=O)c1csc(-c2ccc(C)cc2)n1	7	-5	0	7	-2.0	i	-3	-1	10	0.3
CC(C)C(C)NC(=O)COc1ccc(S(=O)(=O)N2CCOCC2)cc1[N+](=O)[O-] (stereo unspecified)	2	-2	1	2	-2.0	i	-12	4	7	0.0
COc1ccccc1Oc1ccc(N/C=C/C(=O)c2ccc(C)o2)cc1	-9	-4	4	8	1.3	i	-5	-18	6	-0.5
COc1ccc(NC(=O)N[C@@H](CCSC)C(=O)O)cc1Cl	0	-3	-1	-3	-0.3	i	-4	1	-1	-0.2
COc1ccccc1C(=O)Nc1ccc2c(c1)nc1n2CCN(Cc2ccccc2)C1	1	-2	2	10	5.0	+	4	-13	-11	-0.5
O=C(CN1CCN(S(=O)(=O)c2ccc(F)c(Cl)c2)CC1)N1CCNC1=O	5	-4	-2	2	-2.1	i	5	11	-6	-0.4
CCOc1ccc([C@@H]2CC=C(C(=O)O)[C@H](c3ccc(F)cc3)N2S(=O)(=O)c2ccc(C)cc2)cc1	0	-11	0	4	0.1	i	6	1	-2	-0.2
Cc1ccc(OCC(O)CN2CCc3ccccc3C2)c(C)c1 (stereo unspecified)	0	0	-1	-6	-1.4	i	-2	-6	-16	-0.8
O=C(NCCCc1ccccc1)c1cc(COc2ccc(F)cc2Cl)on1	-9	-13	0	1	5.1	i	4	4	20	0.0
CCCOc1ccc(C(=O)C(CCC(CNCC)C(=O)c2ccc(OCCC)cc2)CNCC)cc1 (stereo unspecified)	5	10	0	5	-6.2	i	1	-7	-1	-0.7
O=C(NC1CCOCC1)C1CCC(=O)N(CCc2cccc(F)c2)C1 (stereo unspecified)	-1	-6	-2	1	-0.6	i	0	13	-17	-0.2
Cc1cc(C(=O)CSc2nnnn2-c2ccc(O)cc2)c(C)n1Cc1ccc2c(c1)OCO2	-13	-13	0	12	1.2	i	0	11	5	-1.0
CC(C)[C@H](COC=O)NC(=O)[C@H]1O[C@@H](n2ccc(N)nc2=O)[C@H](O)[C@@H]1O	-2	nt	0	-2	-1.7	i	-1	-10	6	-0.1
O=C(NN=C1CCN(Cc2ccccc2)CC1)c1cc(Br)ccc1O	-2	-3	-3	0	-2.6	i	9	6	12	0.2

Arranged by length of the SMILES (descending): four of the compounds above
SMILES	DNMT1 block	Scp-1 inhibitor	STEP inh	NadD inh	LMPTP block	Neddylation inh	SUMO1 PPI mod	CendR NRP1 mod	SKN-1 block	Tb MetRS inh
CC(C)C(C)NC(=O)COc1ccc(S(=O)(=O)N2CCOCC2)cc1[N+](=O)[O-] (stereo unspecified)	2	-2	1	2	-2.0	i	-12	4	7	0.0
CCCOc1ccc(C(=O)C(CCC(CNCC)C(=O)c2ccc(OCCC)cc2)CNCC)cc1 (stereo unspecified)	5	10	0	5	-6.2	i	1	-7	-1	-0.7
O=C(NC1CCOCC1)C1CCC(=O)N(CCc2cccc(F)c2)C1 (stereo unspecified)	-1	-6	-2	1	-0.6	i	0	13	-17	-0.2
COc1ccc(NC(=O)N[C@@H](CCSC)C(=O)O)cc1Cl	0	-3	-1	-3	-0.3	i	-4	1	-1	-0.2

(listing goes on)
SMILES	DNMT1 block	Scp-1 inhibitor	STEP inh	NadD inh	LMPTP block	Neddylation inh	SUMO1 PPI mod	CendR NRP1 mod	SKN-1 block	Tb MetRS inh
c1ccc2c(c1)OCC(c1nn3c(Cn4nnc5ccccc54)nnc3s1)O2 (stereo unspecified)	2	9	3	-2	1.3	i	2	-7	-23	-1.5
COc1cc(C(=O)Nc2nc(-c3ccc(C)cc3)cs2)ccc1OCC(=O)N1CCOCC1	-6	-7	0	-11	2.0	i	-2	4	-3	-0.1
CNC(=O)CSc1nnc(-c2ccco2)n1-c1ccccc1OC	5	-4	-2	2	-2.0	i	-3	13	3	-1.6
Cc1ccc2c(ccc[n+]2CC(=O)c2ccccc2)c1	4	-11	-2	4	-1.5	i	-22	-13	-17	-0.5
CCCNc1nc(OC(C(F)(F)F)C(F)(F)F)nc(OC(C(F)(F)F)C(F)(F)F)n1	1	-1	2	-2	1.1	i	0	4	2	-0.5
Cc1ccc(C(=O)NN2C(=O)C3C(C2=O)C2C=CC3C23CC3)cc1 (stereo unspecified)	0	1	0	-4	-1.4	i	60*	0	-9	-0.9
COC(=O)[C@@]12CCCCN1[C@H](c1ccc(-c3ccc(F)cc3)c(OC)c1)[C@@H]1C(=O)N(C)C(=O)[C@@H]12	-1	-8	-2	-4	0.8	i	7	-5	-4	-0.2
Cc1csc(N(C)C(=O)CSc2nnc(COc3ccccc3C)o2)n1	-2	0	-2	-7	0.4	i	1	-5	4	-0.6
CCN1CCN(C(=O)NCc2ccccc2)CC1	2	-4	-2	-8	-2.1	i	-3	10	-1	-0.1
O=C1NC(=S)S/C1=C/c1ccc(Oc2cnccn2)cc1	-2	47	1	3	1.4	i	4	-27	-3	-0.3
Cc1ccc(NC(=O)N2CCC(NC(=O)C(C)(C)C)CC2)cc1	0	5	-2	0	1.3	i	-1	8	-12	-0.8
O=C(CN1CC(=O)Nc2ccccc21)NCCc1ccc(Cl)cc1Cl	-2	-9	-1	-2	-0.8	i	3	0	-4	2.7
O=C(C1=C[C@H](C2CC2)C[C@H](OCc2ccc(CO)cc2)O1)N1CCOCC1	7	0	1	2	-2.9	i	3	-3	22	-0.3
O=C1CC(N2CCC(c3nc4ccccc4[nH]3)CC2)C(=O)N1Cc1ccccc1 (stereo unspecified)	4	-4	-1	0	0.0	i	3	-11	4	-0.6
CC(=O)N1CCN=C1SCc1c(F)cccc1Cl	1	6	-3	4	-3.0	i	4	-1	-13	-0.2
O=C(O)CC1S/C(=N/N=C/c2ccc(-c3ccc(Cl)cc3[N+](=O)[O-])o2)NC1=O (stereo unspecified)	-20	0	4	12	-0.5	i	-4	-11	-6	11*
COc1ccc(-c2[nH]c(-c3ccc(F)cc3)nc2SCC(=O)NC2CCCC2)cc1	-1	4	0	-3	-0.6	i	-1	12	8	-0.7
CC1=CC(C)(C)N(C(=O)CN2C(=O)CCC2=O)c2ccc(C)cc21	3	-7	4	-5	-2.1	i	3	7	-6	-0.7
CN(CC(=O)Nc1ccc2c(c1)OCO2)S(=O)(=O)c1cccs1	-3	-3	2	2	-0.8	i	-1	-5	7	0.6
COC1CCN(C(=O)c2ccc3oc(C(C)C)nc3c2)CC1	1	-10	-3	-12	-1.5	i	2	2	25	-0.3

Bioassay records as filed in PubChem.
